Bioassay records as filed in PubChem.
CRFR2-BP ag = agonists of human CRF-binding protein/CRF-R2 receptor complex; HEK293 CRF-R2/CRF-BP, calcium dye fluorescence (FLIPR); percent of saturating CRF peptide response; activation, % at 13.2 µM; 350,000 tested, 0.46% active;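 active means activation of at least 50%, plus an integration ratio under a set limit after plate pattern correction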;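 further: plate controls were neutral control wells without compound for no effect and CRF at EC100 for full effect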
M4 PAM = positive allosteric modulators of human muscarinic M4 receptor. P08173. CHO-K1 hM4/Gqi5, Fluo-8 calcium fluorescence, ACh EC20; 0% = ACh EC20, 100% = maximal ACh. activation, % at 3 µM. 360,000 tested, 0.4% active;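 active means activation above its plate's cutoff, the mean activation of sample wells plus 3 SD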; further: some results filed as inactive read as strong as hits
CHRM4 agonist = CHRM4 agonism in calcium assay | P08173 | CHO-K1 hM4/Gqi5, Fluo-8 calcium fluorescence; vehicle 0%, full acetylcholine response 100% | activation, % at 3 µM | 360,000 tested, 0.14% active;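 active means activation above the run mean over all test wells plus 3 SD, cut at about 32% in these data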;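 further: peak over basal fluorescence ratio per well then scaled between controls; 0% = DMSO wells and 100% = acetylcholine at EC100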
CHRM4 antagonist = blocks acetylcholine activation of human M4 receptor. P08173. CHO-hM4 cells, ACh EC80, Fluo-8 calcium fluorescence. inhibition, % at 3 µM. 360,000 tested, 0.73% active. AID 624125;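 active means inhibition above its plate's cutoff, the mean inhibition of sample wells plus 3 SD, cut at about 27% in these data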;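 further: 0% = acetylcholine EC80 with DMSO and 100% = DMSO without agonist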
CHRM5 agonist = agonists of human muscarinic M5 receptor (CHRM5) | activation, % at 3 µM | 360,000 tested, 0.19% active | CHO-K1 hM5 cells, Fluo-8 calcium fluorescence; 0% DMSO wells, 100% maximal acetylcholine response | P08912;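 active means activation above the run's mean over test compounds plus 3 SD, cut at about 23% in these data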;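 further: signal is peak over basal fluorescence ratio across the kinetic read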
IDE cell inh = inhibitors of human insulin-degrading enzyme in cells; inhibition, % at 5.59 µM; P14735; HEK cells, FAbetaB cleavage, fluorescence polarization; 320,000 tested, 0.41% active;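 active means percent inhibition above the average of all tested compounds plus 3 SD, set per screening campaign, cut at about 16% in these data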;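 further: IDE supplied by intact live HEK cells; FP after avidin binding of uncleaved biotin substrate so inhibition keeps polarization high; 0% = DMSO wells and 100% = 60 µM reference IDE inhibitor Ii1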
Target sequence (P14735 whole entry, looked up): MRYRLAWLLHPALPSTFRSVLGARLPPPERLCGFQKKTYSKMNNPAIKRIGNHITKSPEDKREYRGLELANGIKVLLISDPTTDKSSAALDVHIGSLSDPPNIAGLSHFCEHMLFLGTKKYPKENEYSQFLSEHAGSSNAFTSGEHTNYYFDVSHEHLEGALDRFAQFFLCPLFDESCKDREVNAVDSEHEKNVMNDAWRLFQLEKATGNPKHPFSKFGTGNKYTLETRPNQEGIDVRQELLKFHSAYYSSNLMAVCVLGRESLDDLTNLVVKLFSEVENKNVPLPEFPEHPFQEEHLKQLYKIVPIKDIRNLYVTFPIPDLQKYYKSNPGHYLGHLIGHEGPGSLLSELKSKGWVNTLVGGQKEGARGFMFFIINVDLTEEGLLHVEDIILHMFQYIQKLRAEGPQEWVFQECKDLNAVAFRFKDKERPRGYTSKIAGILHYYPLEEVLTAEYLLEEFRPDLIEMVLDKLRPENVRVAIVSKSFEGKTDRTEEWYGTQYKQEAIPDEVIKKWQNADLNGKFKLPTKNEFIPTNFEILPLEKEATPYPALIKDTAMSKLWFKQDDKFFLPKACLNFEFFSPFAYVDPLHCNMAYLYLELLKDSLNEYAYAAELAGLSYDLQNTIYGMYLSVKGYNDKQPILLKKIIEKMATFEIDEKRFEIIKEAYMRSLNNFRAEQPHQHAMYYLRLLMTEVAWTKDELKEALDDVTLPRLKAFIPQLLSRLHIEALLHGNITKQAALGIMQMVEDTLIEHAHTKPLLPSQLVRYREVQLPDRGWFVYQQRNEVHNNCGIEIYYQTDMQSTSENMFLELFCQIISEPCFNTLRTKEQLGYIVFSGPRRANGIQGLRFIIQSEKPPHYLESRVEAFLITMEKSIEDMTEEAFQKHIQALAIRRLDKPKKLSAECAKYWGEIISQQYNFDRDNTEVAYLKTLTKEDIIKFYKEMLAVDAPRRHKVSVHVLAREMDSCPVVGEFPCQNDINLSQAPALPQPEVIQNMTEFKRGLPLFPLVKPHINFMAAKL
M5 PAM = positive allosteric modulators of human muscarinic M5 receptor; 360,000 tested, 0.3% active; P08912; CHO-K1 hM5, Fluo-8 calcium, ACh EC20 PAM; 0% = ACh EC20, 100% = ACh EC100; activation, % at 3 µM;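 active means activation above the run cutoff, the mean activation of all test compounds plus 3 SD, cut at about 18% in these data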
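System: CHO-K1 hM5 cells. Reagent: acetylcholine, EC20 level. Compound dosing: single dose, 3 µM nominal final test concentration. Timing: Post-acetylcholine fluorescence recording 140 s. Detection: Fluo-8 calcium fluorescence. Read-out: % activation, ACh-normalized. Benchmarks: ACh EC20 and EC100 wells. Repeats: singlicate, one well per test compound.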
M5 antag = CHRM5 antagonism in calcium assay; CHO-hM5 cells, Fluo-8 calcium fluorescence, ACh EC80; inhibition, % at 3 µM; 360,000 tested, 0.59% active;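 active means inhibition above a per-plate cutoff, the mean of that plate's test compounds plus 3 SD, cut at about 27% in these data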;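 further: 0% = acetylcholine EC80 with DMSO and 100% = DMSO without agonist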
CRFBP-R2 block = blocks CRF-induced signaling of the CRF-BP/CRF-R2 complex. HEK293 CRF-R2/CRF-BP, CRF-induced calcium fluorescence. 350,000 tested, 0.59% active. inhibition, % at 11.8 µM. AID 588475;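 active means inhibition of the ligand-induced calcium signal above about 50% at the single tested concentration, limit read from the data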
Active calls of the source: *.

For CC1Cc2cc(/C(O)=C3/C(=O)C(=O)N(CCCn4ccnc4)C3c3ccc([N+](=O)[O-])cc3)ccc2O1 (configuration not stated) the results were CRFR2-BP ag 0.8, M4 PAM 3, CHRM4 agonist 1, CHRM4 antagonist -7, CHRM5 agonist -4, M5 PAM -4, M5 antag 14 and CRFBP-R2 block 10.
Screening CCOc1ccc(CCNC(=O)c2sc3nc4n(c(=O)c3c2C)CCC4)cc1OCC returned CRFR2-BP ag -2.0, M4 PAM 4, CHRM4 agonist 3, CHRM4 antagonist -7, CHRM5 agonist -2, IDE cell inh 0, M5 PAM -5, M5 antag 8 and CRFBP-R2 block -19.
For CC(C)N(Cc1ccccc1)C(=O)c1ccc2c(c1)OCO2 the results were CRFR2-BP ag 5.0, M4 PAM 10, CHRM4 agonist 1, CHRM4 antagonist -8, CHRM5 agonist -6, IDE cell inh -4, M5 PAM -2, M5 antag 6 and CRFBP-R2 block 1.
`CC(=O)NC(Cc1ccccc1C)C(=O)NC1CCN(C(=O)c2ccc(C)cc2)CC1` (configuration not stated) gave CRFR2-BP ag 1.0, M4 PAM -2, CHRM4 agonist 0, CHRM4 antagonist 3, CHRM5 agonist -1, IDE cell inh -1, M5 PAM 6, M5 antag 3 and CRFBP-R2 block -13.
Screening Cc1cc(C(=O)COc2ccc(Br)cc2F)c(C)n1C1CC1 returned CRFR2-BP ag 18, M4 PAM -3, CHRM4 agonist -1, CHRM4 antagonist 0, CHRM5 agonist -2, IDE cell inh -4, M5 PAM 1, M5 antag 4 and CRFBP-R2 block -12.
Screening CCCCC(=O)Nc1cccc(NC(=S)NC(=O)C(C)C)c1 returned CRFR2-BP ag 1.4, M4 PAM 2, CHRM4 agonist 3, CHRM4 antagonist -4, CHRM5 agonist -2, IDE cell inh -3, M5 PAM -7, M5 antag 14 and CRFBP-R2 block -12.
`Cn1c(Sc2ccccc2Cl)c(C=O)c2ccccc21` gave CRFR2-BP ag 2.8, M4 PAM 4, CHRM4 agonist -3, CHRM4 antagonist -1, CHRM5 agonist -4, IDE cell inh 7, M5 PAM -3, M5 antag -6 and CRFBP-R2 block 18.
Cc1c(C)c2c(OCC(=O)N[C@@H](Cc3ccccc3)C(=O)O)cc3c(c2oc1=O)CCC(C)(C)O3 was read as CRFR2-BP ag -1.6, M4 PAM 8, CHRM4 agonist -2, CHRM4 antagonist -12, CHRM5 agonist 3, IDE cell inh 3, M5 PAM -1, M5 antag 16 and CRFBP-R2 block -4.
`Cc1nc([N+](=O)[O-])c(C(=O)OCc2cccc(Br)c2)n1C` gave CRFR2-BP ag 0.9, M4 PAM -11, CHRM4 agonist 16, CHRM4 antagonist 1, CHRM5 agonist -11, IDE cell inh 0, M5 PAM -16, M5 antag 15 and CRFBP-R2 block 18.
O=C(NCCCNC(=O)c1cnccn1)c1cccc(F)c1 was read as CRFR2-BP ag 1.1, M4 PAM -1, CHRM4 agonist 2, CHRM4 antagonist 2, CHRM5 agonist -1, IDE cell inh 3, M5 PAM 1, M5 antag 1 and CRFBP-R2 block -1.
For CCn1c(=O)n(CC(=O)NCC2CCCO2)c(=O)c2c3c(sc21)COC(C)(C)C3 (configuration not stated) the results were CRFR2-BP ag 0.9, M4 PAM -2, CHRM4 agonist 2, CHRM4 antagonist 3, CHRM5 agonist -3, IDE cell inh 12, M5 PAM 0, M5 antag 2 and CRFBP-R2 block 22.
Screening C=CCn1c(CCCOc2ccc(Cl)cc2Cl)n[nH]c1=S returned CRFR2-BP ag 2.0, M4 PAM 0, CHRM4 agonist 1, CHRM4 antagonist -2, CHRM5 agonist -1, IDE cell inh 4, M5 PAM 2, M5 antag -8 and CRFBP-R2 block -8.
Screening Cc1cccc(NC(=S)Nc2cccc(C(F)(F)F)c2)n1 returned CRFR2-BP ag 2.0, M4 PAM -7, CHRM4 agonist -2, CHRM4 antagonist 2, CHRM5 agonist -3, IDE cell inh 1, M5 PAM -5, M5 antag -4 and CRFBP-R2 block -2.
Screening O=C(Nc1ccc2c(c1)OCCO2)C1CCCN1C(=O)Nc1ccccc1 (configuration not stated) returned CRFR2-BP ag 3.7, M4 PAM 15, CHRM4 agonist 1, CHRM4 antagonist -14, CHRM5 agonist -4, IDE cell inh -1, M5 PAM -3, M5 antag 4 and CRFBP-R2 block 37.
Cn1c(=O)c2c(nc3n2CC(COc2ccc(Cl)cc2)O3)n(C)c1=O (configuration not stated) was read as CRFR2-BP ag -0.9, M4 PAM 2, CHRM4 agonist 2, CHRM4 antagonist -5, CHRM5 agonist -5, IDE cell inh -2, M5 PAM 0, M5 antag 0 and CRFBP-R2 block 10.
For Cc1ccc(C(=O)NNC(=O)Cn2ccc(C(F)(F)F)n2)o1 the results were CRFR2-BP ag -1.6, M4 PAM 2, CHRM4 agonist 0, CHRM4 antagonist 2, CHRM5 agonist 1, IDE cell inh 4, M5 PAM 3, M5 antag 7 and CRFBP-R2 block 10.
`O=C(OCC(=O)N1CCN(C(=O)c2ccco2)CC1)c1cn(-c2ccccc2)nc1-c1ccccc1` gave CRFR2-BP ag -1.6, M4 PAM -3, CHRM4 agonist 10, CHRM4 antagonist -5, CHRM5 agonist -1, IDE cell inh -1, M5 PAM -14, M5 antag -1 and CRFBP-R2 block 6.
`COc1ccc(NC(=O)CN(C)C(=O)c2ccc3[nH]c4c(c3c2)CC(C)CC4)cc1` (configuration not stated) gave CRFR2-BP ag -0.7, M4 PAM -2, CHRM4 agonist 6, CHRM4 antagonist 1, CHRM5 agonist 1, IDE cell inh -6, M5 PAM -3, M5 antag 15 and CRFBP-R2 block -25.
For O=C(CCC1CCCCC1)Nc1ccccc1C(=O)N1CCOCC1 the results were CRFR2-BP ag 1.1, M4 PAM 4, CHRM4 agonist 3, CHRM4 antagonist -1, CHRM5 agonist 0, IDE cell inh -7, M5 PAM -2, M5 antag -1 and CRFBP-R2 block 1.
For C#CCOCCOCCOCCNc1nc(N2CCN(C(=O)Cn3cc(CCCCN)nn3)CC2)nc(N2CCN(C(=O)[C@H](CCCCN)n3cc(CCC(=O)O)nn3)CC2)n1 the results were CRFR2-BP ag -1.6, M4 PAM 3, CHRM4 agonist 3, CHRM4 antagonist -8, CHRM5 agonist 3, IDE cell inh 4, M5 PAM 3, M5 antag 1 and CRFBP-R2 block 12.

An excerpt from above in order of molecular weight, largest number first:
`O=C(OCC(=O)N1CCN(C(=O)c2ccco2)CC1)c1cn(-c2ccccc2)nc1-c1ccccc1` gave CRFR2-BP ag -1.6, M4 PAM -3, CHRM4 agonist 10, CHRM4 antagonist -5, CHRM5 agonist -1, IDE cell inh -1, M5 PAM -14, M5 antag -1 and CRFBP-R2 block 6.
`CC(=O)NC(Cc1ccccc1C)C(=O)NC1CCN(C(=O)c2ccc(C)cc2)CC1` (configuration not stated) gave CRFR2-BP ag 1.0, M4 PAM -2, CHRM4 agonist 0, CHRM4 antagonist 3, CHRM5 agonist -1, IDE cell inh -1, M5 PAM 6, M5 antag 3 and CRFBP-R2 block -13.
`Cn1c(Sc2ccccc2Cl)c(C=O)c2ccccc21` gave CRFR2-BP ag 2.8, M4 PAM 4, CHRM4 agonist -3, CHRM4 antagonist -1, CHRM5 agonist -4, IDE cell inh 7, M5 PAM -3, M5 antag -6 and CRFBP-R2 block 18.

Continuation.
COC(=O)c1cc(=O)c2c(ccc3oc(=O)ccc32)[nH]1 was read as M4 PAM -7, CHRM4 agonist 0, CHRM4 antagonist 8, CHRM5 agonist 0, M5 PAM 0 and M5 antag -7.
Screening Cc1cc(NC(=O)c2ccc3c(c2)C(=O)N(C(C)(C)C)C3=O)no1 returned CRFR2-BP ag -0.3, M4 PAM 3, CHRM4 agonist 0, CHRM4 antagonist -2, CHRM5 agonist -1, IDE cell inh 1, M5 PAM 0, M5 antag -3 and CRFBP-R2 block -8.
CC1(C)CC(=O)C(CC2C(=O)CC(C)(C)CC2=O)C(=O)C1 was read as CRFR2-BP ag 2.2, M4 PAM 4, CHRM4 agonist 1, CHRM4 antagonist 1, CHRM5 agonist 4, IDE cell inh 0, M5 PAM 4, M5 antag 6 and CRFBP-R2 block -8.
`COc1ccc(C(=O)NCCS(=O)(=O)N2CCc3ccccc3C2)cc1` gave CRFR2-BP ag -2.9, M4 PAM 1, CHRM4 agonist 1, CHRM4 antagonist -7, CHRM5 agonist 2, IDE cell inh 1, M5 PAM -2, M5 antag 6 and CRFBP-R2 block -2.
For COc1cccc(Oc2nc3ncn(Cc4ccccc4)c3c(=O)n2C)c1 the results were CRFR2-BP ag 2.6, M4 PAM -6, CHRM4 agonist 0, CHRM4 antagonist 2, CHRM5 agonist -2, IDE cell inh 7, M5 PAM -3, M5 antag 2 and CRFBP-R2 block -2.
For CCSc1nnc(NC(=O)c2nc3nc(C)cc(C)n3n2)s1 the results were CRFR2-BP ag -1.6, M4 PAM 3, CHRM4 agonist 1, CHRM4 antagonist -2, CHRM5 agonist 2, IDE cell inh 0, M5 PAM 1, M5 antag 7 and CRFBP-R2 block 0.
`CC(=O)c1sc(NC(=O)COc2ccc(Br)cc2)nc1C` gave CRFR2-BP ag -0.3, M4 PAM 0, CHRM4 agonist 1, CHRM4 antagonist 4, CHRM5 agonist -2, IDE cell inh 1, M5 PAM 1, M5 antag 2 and CRFBP-R2 block -7.
Cc1ccc(C(=O)COC(=O)COc2ccc(C)c(C)c2)cc1 was read as CRFR2-BP ag 0.3, M4 PAM 1, CHRM4 agonist 1, CHRM4 antagonist -7, CHRM5 agonist -5, M5 PAM 1, M5 antag 4 and CRFBP-R2 block -2.
Screening CCC(CO)Oc1cc(NCc2ccccc2O)c2ncn(C(C)C)c2c1 (configuration not stated) returned CRFR2-BP ag -0.5, M4 PAM 4, CHRM4 agonist 3, CHRM4 antagonist -7, CHRM5 agonist 10, IDE cell inh -1, M5 PAM 11, M5 antag 3 and CRFBP-R2 block 2.
Screening Clc1ccc(SCCn2ccnc2)cc1 returned CRFR2-BP ag -0.1, M4 PAM -3, CHRM4 agonist 1, CHRM4 antagonist -1, CHRM5 agonist -6, IDE cell inh -2, M5 PAM -11, M5 antag 6 and CRFBP-R2 block 14.
`Cc1c(C(=O)Nc2ccc(Oc3ccccc3)cc2)sc2nc3n(c(=O)c12)CCC3` gave CRFR2-BP ag 0.5, M4 PAM -3, CHRM4 agonist 13, CHRM4 antagonist 10, CHRM5 agonist 3, IDE cell inh 9, M5 PAM -15, M5 antag 17 and CRFBP-R2 block 9.
Screening O=C(c1ccccc1F)N1CCC(N2CCCCCC2)CC1 returned CRFR2-BP ag -0.1, M4 PAM 3, CHRM4 agonist 0, CHRM4 antagonist 18, CHRM5 agonist -5, IDE cell inh 1, M5 PAM -2, M5 antag -1 and CRFBP-R2 block -1.
For Cc1cc(-c2ccc(/C=N/n3cnnc3)o2)ccc1Cl the results were CRFR2-BP ag -0.3, M4 PAM 1, CHRM4 agonist 2, CHRM4 antagonist -2, CHRM5 agonist -4, IDE cell inh 2, M5 PAM 5, M5 antag -3 and CRFBP-R2 block 0.
`CCc1cccc(NC(=S)N(CCN(C)C)C(C)c2ccncc2)c1` (configuration not stated) gave CRFR2-BP ag 0.6, M4 PAM 14, CHRM4 agonist 1, CHRM4 antagonist 3, CHRM5 agonist 1, IDE cell inh 2, M5 PAM 5, M5 antag 0 and CRFBP-R2 block -10.
